High-throughput results from PubChem.
Rab7 wt modul – modulators of GTP binding to Rab7, primary screen, biochemical, wildtype, multiplex bead flow cytometry; Rab7 GTPase wild type (dog), Bodipy-FL-GTP binding; GST-Rab7 beads, fluorescent GTP binding; actives lie on both sides; untreated = 100%, excess cold GTP = 0%; GTP binding activity (percent of control), % at 10 µM; 190,000 compounds, 0.055% hits; AID 758, 2007;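 active = fluorescent GTP binding to Rab7 beads changed by at least 20 points from the 100% baseline, either direction, mostly lower; inconclusive = compound itself probably fluorescent, or too few beads counted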;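 note: median green fluorescence of bound Bodipy-FL-GTP per Rab7 bead population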
Pf gamet viab – late stage P. falciparum gametocyte viability inhibitors, primary screen, ATP luminescence, HTS | P. falciparum stage V gametocytes, 24 h | inhibition, % at 10.9 µM | 150,000 compounds, 0.065% hits | AID 743093, 2013;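 active = inhibition above the mean plus 3 SD of compounds within the control limits, set per campaign, cut at about 38% in these data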;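 note: 0% = DMSO wells and 100% = medium only without gametocytes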
ABCB1 block – ABCB1 efflux pump inhibitors, primary screen, cell-based, multiplex, flow cytometry, ABCG2 counter-screen; ATP-dependent translocase ABCB1 (Homo sapiens), P08183; CCRF-Adr cells, JC-1 efflux; inhibition, % at 6.6 µM; 190,000 compounds, 0.067% hits; in the data active = inhibition above about 40%;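 note: 0% = vehicle and 100% = reference inhibitor; higher value means more JC-1 retained so stronger ABCB1 efflux block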
HRas wt GTP – modulators of GTP binding to HRas wildtype, primary screen, biochemical, bead-based flow cytometry, multiplex; GTPase HRas (Homo sapiens), P01112; GST-Ras wt beads, Bodipy-FL-GTP binding; actives lie on both sides; GTP binding activity, % at 10 µM; 190,000 compounds, 0.14% hits; AID 759, 2007;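 active = GTP binding activity at least 20% away from the 100% baseline, either lowered as inhibitor or raised as activator; inconclusive = flagged as likely green fluorescent, judged across all proteins in the well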;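 note: 0% = unlabeled GTP competition control and 100% = no-compound control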
Target sequence (P01112 whole entry, looked up): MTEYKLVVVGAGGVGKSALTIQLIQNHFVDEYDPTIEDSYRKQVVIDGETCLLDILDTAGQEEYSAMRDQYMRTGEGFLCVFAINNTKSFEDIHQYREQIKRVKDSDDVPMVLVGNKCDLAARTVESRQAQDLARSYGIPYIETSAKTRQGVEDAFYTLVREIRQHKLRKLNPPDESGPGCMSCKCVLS
Rac1 act GTP bind – GTP binding modulators of activated mutant Rac1, primary screen, biochemical, bead-based flow cytometry, multiplex, fluorescent GTP; Ras-related C3 botulinum toxin substrate 1 (Homo sapiens), P63000; GST-Rac1 activated beads; actives lie on both sides; 100% means binding = to untreated wells; percent activity (GTP binding), % at 10 µM; 190,000 compounds, 0.11% hits; AID 764, 2007;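 active = GTP binding at least 20 percentage points away from the 100% baseline, in either direction, so actives lie on both sides; inconclusive = Compound likely fluorescent itself, or too few beads counted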
Cdc42 wt – modulators of GTP binding to wildtype Cdc42, primary screen, biochemical, multiplex bead flow cytometry, Bodipy-GTP; 190,000 compounds, 0.2% hits; percent activity (GTP binding), % at 10 µM; AID 761, 2007; GST-Cdc42 beads; actives lie on both sides; Cell division control protein 42 homolog (Homo sapiens), P60953;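 active = percent activity GTP binding at least 20 points away from the 100% baseline, either down as inhibitor or up as activator; inconclusive = compound flagged as likely green fluorescent from well-wide comparison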;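 note: median bead fluorescence of bound Bodipy-FL-GTP at 100 nM; 0% = excess unlabeled GTP control and 100% = no compound control; below 100% means less GTP binding so inhibitor and above means activator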
Target sequence (P60953 whole entry, looked up): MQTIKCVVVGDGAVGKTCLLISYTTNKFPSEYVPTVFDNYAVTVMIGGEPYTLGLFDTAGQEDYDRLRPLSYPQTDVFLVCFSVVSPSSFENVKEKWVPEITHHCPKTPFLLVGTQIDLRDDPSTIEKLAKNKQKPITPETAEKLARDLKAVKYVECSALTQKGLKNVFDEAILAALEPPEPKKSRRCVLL
Avidin bead fluor – green autofluorescence of compounds with avidin beads – biophysical, 488/530 nm, flow cytometry, artefact control, profiling panel; compound fluorescence 488/530 nm; stronger effect = higher value; fluorescence (KMESF) at 10 µM; 220,000 compounds, 0.38% hits; AID 1775, 2009; in the data active = fluorescence above about 47; note: inactives centre near 10
Rab2 wt GTP – modulators of GTP binding to Rab2A wildtype, primary screen, biochemical, dog, bead-based flow cytometry, multiplex | 190,000 compounds, 0.19% hits | AID 760, 2007 | GST-Rab2 wt beads, Bodipy-GTP binding | GTP binding activity, % at 10 µM | Ras-related protein Rab-2A (Canis lupus familiaris), P61105;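 active = GTP binding activity at least 20 points away from 100%, either lowered or raised; inconclusive = signal likely due to the compound's own green fluorescence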;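 note: 0% = beads with excess unlabeled GTP and 100% = no-compound control corrected for plate trend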
ABCG2 block – ABCG2 efflux pump inhibitors, primary screen, multiplex with ABCB1, IgMXP3 cells, flow cytometry. JC-1 efflux. inhibition, % at 6.6 µM. 190,000 compounds, 0.1% hits;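 active = inhibition above 80%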;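 note: 0% = DMSO and 100% = nicardipine control wells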
Target sequence (Q9UNQ0 whole entry, looked up): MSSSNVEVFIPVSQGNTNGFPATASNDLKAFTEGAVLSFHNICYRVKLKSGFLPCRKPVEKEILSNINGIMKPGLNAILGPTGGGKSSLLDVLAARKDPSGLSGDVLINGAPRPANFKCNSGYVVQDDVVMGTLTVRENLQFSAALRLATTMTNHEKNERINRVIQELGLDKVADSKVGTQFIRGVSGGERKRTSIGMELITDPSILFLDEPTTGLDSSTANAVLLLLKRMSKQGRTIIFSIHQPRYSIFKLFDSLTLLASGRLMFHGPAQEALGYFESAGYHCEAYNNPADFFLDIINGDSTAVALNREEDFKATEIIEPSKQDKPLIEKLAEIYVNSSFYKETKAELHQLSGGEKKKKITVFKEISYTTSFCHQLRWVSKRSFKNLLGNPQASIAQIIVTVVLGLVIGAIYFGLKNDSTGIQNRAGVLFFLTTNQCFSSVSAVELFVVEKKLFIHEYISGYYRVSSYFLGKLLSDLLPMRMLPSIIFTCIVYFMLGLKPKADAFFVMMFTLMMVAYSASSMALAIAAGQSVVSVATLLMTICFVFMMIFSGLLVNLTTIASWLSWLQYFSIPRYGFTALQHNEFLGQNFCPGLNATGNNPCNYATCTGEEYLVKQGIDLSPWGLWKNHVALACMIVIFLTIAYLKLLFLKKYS
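Test system: IgMXP3 (ABCG2) plus far-red-tagged CCRF-Adr (ABCB1) cells. Reagent: JC-1 dye as substrate. Timing: 10 min exposure at 25 °C with rotation, no wash. Measured by: flow cytometric JC-1 green MFI at 530 nm. Read-out: percent efflux inhibition, scaled nicardipine 100% to DMSO 0%. Control set: nicardipine and DMSO wells.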
Rac1 wt GTP bind – wildtype Rac1 GTP binding modulators, primary screen, biochemical, GST-Rac1 beads, flow cytometry, multiplex; fluorescent GTP binding; actives lie on both sides; 0 = cold GTP competed, 100 = untreated; Ras-related C3 botulinum toxin substrate 1 (Homo sapiens), P63000; GTP binding activity (% of control), % at 10 µM; AID 757, 2007; 190,000 compounds, 0.27% hits;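 active = GTP binding activity at least 20 points away from the 100% control level, either lower or higher; inconclusive = compound flagged as likely green fluorescent, judged across all proteins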
GSH bead fluor – compound fluorescence on glutathione beads, profiling panel, artefact control, biophysical, 488/530 nm, flow cytometry; AID 1776, 2009; GSH beads flow cytometry, compound fluorescence 488/530 nm; stronger effect = higher value; 190,000 compounds, 0.25% hits; fluorescence (KMESF) at 10 µM; in the data active = fluorescence above about 89;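 note: glutathione beads carrying GST-tagged Bcl family fusion proteins plus one bare bead set; values are compound well signal with DMSO vehicle wells as background; inactives centre near 16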
* = called active by the depositor; ? = inconclusive; nt = not tested or not shown.

structure	Rab7 wt modul	Pf gamet viab	ABCB1 block	HRas wt GTP	Rac1 act GTP bind	Cdc42 wt	Avidin bead fluor	Rab2 wt GTP	ABCG2 block	Rac1 wt GTP bind	GSH bead fluor
COc1ccccc1NC(=O)CSc1nnc(Cn2cnc3ccccc32)o1	105	nt	-0.3	98	95	95	9	95	0	98	9
O=C(CSc1ccc(-c2cccnc2)nn1)N1CCCCCC1	98	-4	0.8	98	96	98	27	96	6	98	24
O=C(CC1SCCNC1=O)Nc1cc(Cl)cc(Cl)c1 (stereo not given)	100	8	-0.5	103	99	105	10	101	5	107	47
CSC1=NC(C(Cl)(Cl)Cl)N=C(c2ccc(C)cc2)N1 (stereo not given)	103	6	0.4	97	95	95	13	99	4	98	11
COc1ccc(OC2C(=O)N(Cc3ccc(F)cc3)C2c2ccc(OC)c(OC)c2)cc1 (stereo not given)	94	-3	0.7	91	85	92	12	90	2	92	22
CCn1c(C)nc2cc(C(=O)N/N=C(\C)c3ccc(N4CCOCC4)cc3)ccc21	96	nt	1.8	97	97	92	9	98	3	95	15
N/C(=N\OC(=O)c1ccco1)c1ccc(Cl)cc1	103	nt	0.1	99	97	100	63*	98	2	99	11
CCOC(=O)N1CCC(N(CCN(C)C)C(=S)Nc2cc(Cl)ccc2C)CC1	108	0	0.2	100	96	97	21	101	1	98	14
COc1ccc(CC(=O)Nc2ccc(-c3nnc(-c4ccccc4)o3)cc2)cc1OC	105	nt	2.2	102	98	106	15	100	5	107	46
Cc1ccc(C)c(N(C)S(=O)(=O)c2ccc3[nH]cc(C(=O)NCCN4CCOCC4)c(=O)c3c2)c1	99	6	0.4	100	99	102	6	99	0	103	24
C/C(N)=C(/C#N)C(=O)COC(=O)c1cc(-c2ccc(C)cc2)nc2ccccc12	100	nt	-0.1	99	97	100	4	98	1	101	12
O=S(=O)(Nc1ccc2c(c1)oc1ccccc12)N1CCCC1	95	6	0.3	95	94	94	34	92	3	96	13
CCOc1ccc(/C=N/NC(=O)C(C)Sc2ccccn2)cc1OCC (stereo not given)	100	2	3.3	96	96	98	10	96	19	94	12
Cc1ccn2c(NC(=O)c3ccccc3)c(-c3cccs3)nc2c1	103	nt	-0.1	103	100	105	5	103	0	104	24
COc1ccc(Cn2nnnc2C(c2cc(OC)ccc2OC)N2CCC(C(N)=O)CC2)cc1 (stereo not given)	99	7	0.4	96	96	97	14	97	-1	97	11
CCOC(=O)c1cnc(SCC(=O)Nc2ccc(NC(C)=O)c(OC)c2)nc1N	100	12	0.1	100	96	100	5	96	3	101	24
CCOC(=O)C12CNC(=O)C(C(=O)OCC)(CNC1=O)C2	102	nt	-1.2	104	100	104	6	103	-1	104	37
CCOc1ccc2c(c1)c(N=O)c(O)n2C	98	1	0.5	96	97	95	3	95	15	100	8
Cc1nn(S(=O)(=O)c2cccs2)c(C)c1Sc1ccccc1	103	nt	0.6	101	102	99	12	102	2	99	24
O=C(NC1CCCC1)C(c1cccs1)N(Cc1ccco1)C(=O)Cn1nnc(-c2cccs2)n1 (stereo not given)	98	4	1.7	100	102	100	4	99	2	106	45
C/C(=N\NC(=O)CCCOc1ccc(Cl)cc1C)c1ccc(C)o1	101	4	0.3	99	96	99	3	97	11	100	11
COc1ccc(Cl)cc1NC(=O)Nn1cnnc1	102	0	0.3	102	100	98	9	101	2	100	9
COc1ccccc1-c1c(C)oc2c(CN3CCN(C)CC3)c(O)ccc2c1=O	98	3	0.4	101	100	100	35	101	2	105	26
COc1cccc(NC(=O)CN2CCN(S(=O)(=O)c3ccc(C(C)C)cc3)CC2)c1	98	25	0.3	97	100	95	13	99	14	100	35
O=C(NCC1CCCO1)C1CC1(c1ccccc1)c1ccccc1 (stereo not given)	96	-4	0.6	96	97	101	24	97	5	100	11
COc1cccc(CC(Cc2nc3ccccc3[nH]2)c2nc3ccccc3[nH]2)c1 (stereo not given)	105	-9	2.1	100	98	99	nt	103	19	99	13
CC1=NN(c2ccccc2)C(=O)C1C(=O)c1ccccc1 (stereo not given)	96	-7	0.2	96	99	102	12	97	1	99	13
O=C(O)c1ccc(C2SCC(=O)N2Cc2ccccc2)cc1 (stereo not given)	96	nt	0.5	98	96	100	9	95	2	100	8
Cc1ccc(-c2cc(C(=O)Nc3ccc(S(=O)(=O)Nc4ncccn4)cc3)c3ccccc3n2)cc1	100	nt	-0.7	101	101	95	4	97	-1	105	11
COc1cccc(-c2nc(NC(C)(C)C)c3ccccc3n2)c1O	94	-9	1.0	99	101	98	15	98	7	104	14
Cc1cccc(NC2=C(Cl)C(=O)OC2OC(C)C)c1 (stereo not given)	96	nt	1.8	98	96	96	11	97	15	102	27
CC(Nc1ccccc1N1CCCCC1)C(=O)N1CCc2ccccc21 (stereo not given)	96	-22	3.1	93	92	97	6	93	17	95	11
CC(C)C(Nc1ccc(S(=O)(=O)N2CCOCC2)cc1[N+](=O)[O-])C(=O)O (stereo not given)	98	2	-0.3	95	94	100	8	98	0	97	16
COc1ccc(C(=O)Nc2ccccc2C(=O)N/N=C/c2ccc(O)c(OC)c2)cc1	102	nt	0.1	101	97	100	11	99	1	98	16
CC(C)OC(=O)C(C)Oc1ccc(C(=O)NCCc2ccccc2)cc1 (stereo not given)	104	nt	0.6	103	101	105	41	103	12	105	48
O=C(/C=C/c1cccc(Cl)c1)Nn1c(-c2cccs2)nc2ccccc2c1=O	97	0	0.0	95	96	92	11	96	-3	94	13
COc1cccc(-c2nc(CS(=O)(=O)CC(=O)Nc3cc(C)ccc3C)c(C)o2)c1	104	nt	0.5	103	101	102	7	103	2	104	14
CC1=NC(=O)C(N=Nc2cccc(C(=O)O)c2)N1c1ccccc1 (stereo not given)	?	nt	0.0	?	?	?	5	?	1	?	25
Cc1ncsc1CCOC(=O)c1ccc(Cl)cc1	92	23	0.6	95	93	101	9	93	25	96	17
COc1ccc2c(c1OC)C(=O)N(c1ncn[nH]1)C2	97	-17	0.3	99	101	100	12	99	6	101	27
O=C1Nc2cc3c(cc2Sc2ccccc21)OCCO3	96	nt	0.4	97	97	96	39	95	1	96	13
O=c1[nH]nc(Cc2ccc(Cl)cc2)c2ccccc12	92	nt	0.3	93	91	92	4	96	14	97	23
NC(=O)C1CCN(C(=O)COc2ccc(S(=O)(=O)NCc3ccccc3)cc2Cl)CC1	?	13	0.3	?	?	?	3	?	-1	?	7
Cc1c(OC(=O)CNC(=O)OC(C)(C)C)ccc2c3c(c(=O)oc12)CCC3	96	-2	0.8	93	95	92	10	97	6	90	12
Cc1ccccc1-n1c(=O)cc(NCC2CCCO2)[nH]c1=O (stereo not given)	96	15	0.5	96	95	98	24	96	0	102	19
Brc1ccc(OCCn2ccnc2)cc1	96	15	0.3	100	97	102	35	98	1	99	13
COc1cc2c(cc1OC)C1(CCCC1)CNC2c1ccc([N+](=O)[O-])cc1 (stereo not given)	103	-19	7.8	99	99	97	9	102	10	101	21
Cc1cc(/C=C(/C#N)C(=O)Nc2ccccc2)c(C)n1-c1cccnc1	98	nt	1.0	104	100	104	14	102	3	104	62
CCOc1ccc(NC(=O)c2ccccc2CO)cc1	101	24	-0.5	102	99	105	6	100	1	110	45
CCOc1ccc(C(=O)NCCc2ccccc2)cc1	97	4	0.3	102	103	106	12	101	3	112	15
CCOC(=O)c1[nH]c(C)c(C(=O)OCC(=O)N(C)C2CCS(=O)(=O)C2)c1C (stereo not given)	107	nt	-0.2	102	98	103	10	104	8	103	13
CCOC(=O)c1c(COC(=O)c2ccco2)nc2ccccc2[n+]1[O-]	99	10	0.8	101	104	102	6	103	5	102	37
CN(C)CCNc1c2c(nc3nnnn13)CCCC2	105	24	1.0	100	98	98	6	100	7	100	18
O=C1C=C(Nc2ccccc2O)c2ccccc2C1=O	100	nt	1.2	102	101	105	30	102	2	106	16
CCN(CC)CCCNC(=O)c1cc2nc3c(c(C(F)(F)F)n2n1)CCc1ccccc1-3	96	2	1.2	92	94	99	11	92	3	98	18
O=C(CC1c2ccccc2Oc2ccccc21)N1CCN(c2ccccn2)CC1	97	13	0.2	96	95	96	24	96	-1	94	14

(listing goes on)
structure	Rab7 wt modul	Pf gamet viab	ABCB1 block	HRas wt GTP	Rac1 act GTP bind	Cdc42 wt	Avidin bead fluor	Rab2 wt GTP	ABCG2 block	Rac1 wt GTP bind	GSH bead fluor
CCCCC(=O)OCc1nc(N)nc(Nc2ccccc2C)n1	100	0	0.2	101	100	106	14	100	21	106	6
CC(=O)Nc1ccc(NC(=O)CCSCCc2ccccn2)cc1	98	-18	4.5	97	95	98	10	95	22	97	11
CC(C)(C)SCCNC(=O)CN(c1ccccc1)S(=O)(=O)c1ccc(F)cc1	100	-25	2.4	98	96	99	6	98	3	103	18
CC1CCc2c(sc(NC(=O)c3ccc(-c4ccccc4[N+](=O)[O-])o3)c2C#N)C1 (stereo not given)	95	nt	-0.5	98	97	98	6	98	-2	99	15
NC(=O)CSc1nc2ccc([N+](=O)[O-])cc2[nH]1	106	nt	1.6	98	95	97	6	98	7	99	20
COc1ccc(C(NC(=O)C2C3C=CC(C3)C2C(=O)O)c2ccccc2)cc1 (stereo not given)	100	-5	1.2	97	97	98	10	97	3	103	26
